Screening data deposited in PubChem BioAssay by Broad Institute.
MEX-5 binding = MEX-5 zinc finger RNA-binding disruptors – biochemical, C. elegans, fluorescence polarization, MLPCN library, primary screen; activity score (negative = inhibition of binding), % at 10 µM; 0.38% of 300,000 active; Zinc finger protein mex-5 (Caenorhabditis elegans), Q9XUB2; MEX-5/FITC-TCR2 RNA binding; active compounds read low;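 active = inhibition past about -25% in most replicates, and total fluorescence under double the plate's negative control median, limit read from the data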;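 also: 0% = DMSO and -100% = 5 µM competing unlabeled TCR2 RNA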
* hit, by the source's call.

SMILES | MEX-5 binding
CCCOc1ccc2nc(NC(=O)OC)[nH]c2c1 | 0.3

An excerpt, so the mix of outcomes need not match the whole.
